High-throughput results deposited in PubChem by National Center for Advancing Translational Sciences (NCATS).
Tau fil binding: tau filament binding; P10636; recombinant tau filaments, thioflavin S fluorescence, 15 h; filaments grown with octadecylsulfate alongside compound; Potency, µM (top dose mostly 57.1 µM), inactives show top-dose activity change, negative = inhibition; 71,000 compounds, 2% hits;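 further: potency means the concentration at half of the fitted maximal effect; on the % scale 0 is the no-effect control and ±100 the full control effect; actives lower thioflavin S fluorescence by blocking filaments or displacing dye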
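His-tagged recombinant human tau (exons 2, 3, 10; 1 uM final) fibrillized with 30 uM sodium octadecylsulfate, 15 h at 37 C, in pH 7.4 HEPES buffer with 10 uM thioflavine S and 5 mM DTT. Reduced ThS fluorescence (450/510 nm) marks activity.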
BRCT inh green: blocks human BRCA1 BRCT binding to phosphopeptide, green readout. BRCA1 BRCT-phosphopeptide binding, green fluorescence polarization. Potency, µM (series often up to 76.9 µM), for the others: top-dose activity change, negative = inhibition, hits mostly inhibitors. P38398. 75,000 compounds, 0.05% hits;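 further: potency means the concentration at half of the fitted maximal effect; plate controls were peptide without protein for full effect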
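Compounds were incubated for 12 min at room temperature with a complex of 100 nM fluorescein-tagged pBACH1 decapeptide and 250 nM His-tagged BRCT protein. Buffer was phosphate pH 7.3 with EDTA, DTT and Tween 20. Disruption of binding lowers the polarization signal.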
ALOX15 inhib: blocks human 15-lipoxygenase activity. purified 15hLO-1, xylenol orange hydroperoxide absorbance. Potency, µM (top dose mostly 57.1 µM), inactives show top-dose activity change, negative = inhibition, usual class: inhibitors. 74,000 compounds, 1.4% hits. AID 887. P16050; further: potency means the concentration at half of the fitted maximal effect; on the % scale 0 is the no-effect control and ±100 the full control effect; nearly all actives have a fitted effect of over 55% in size
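Purified human 15hLO-1 (40 nM final) in 25 mM Hepes pH 7.5, 0.01% Triton X-100 was preincubated with compound 15 min at room temperature, then reacted 6 min with 50 uM arachidonic acid; hydroperoxide detected by Fe-XO, 573/405 nm absorbance ratio.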
BRCT PPI red: BRCT-phosphoprotein interaction inhibition (red fluorophore); P38398; BRCT-phosphopeptide binding, red fluorescence polarization; Potency, µM (highest dose often 76.9 µM), for the others: at the highest dose activity change, negative = inhibition, actives largely listed as inhibitors; 75,000 compounds, 0.03% hits; further: on the % scale 0 is the no-effect control and ±100 the full control effect
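Rhodamine-labelled pBACH1 10-mer (100 nM) bound to BRCT domain (100 nM) at pH 7.3; compounds incubated 12 min room temperature, polarization read. Free peptide defines full inhibition; unlabelled decapeptide titrated as control.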
Caspase-7 inhib: allosteric or competitive inhibitors of human caspase-7; 75,000 compounds, 0.02% hits; P55210; Potency, µM (top dose mostly 57.5 µM), for the others: at the top dose activity change, negative = inhibition, hits mostly inhibitors; recombinant caspase-7, Ac-DEVD-AFC fluorescence rate; active means well fitted inhibition curve with a large enough effect in the main read-out, with a control signal flat, not every such curve was filed as active; inconclusive means small, poorly fitted or top-dose-only effect, or a change in a side signal; further: potency means the concentration at half of the fitted maximal effect; % of control where 0% means no effect
DNA Pol III inh: DNA polymerase III holoenzyme inhibition. 71,000 compounds, 0.25% hits. AID 603. Potency, µM (series often up to 57.1 µM), for inactives: at the top dose activity change, negative = inhibition. reconstituted DNA polymerase III holoenzyme replication, biochemical; further: potency means the concentration at half of the fitted maximal effect; on the % scale 0 is the no-effect control and ±100 the full control effect
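Reconstituted *E. coli* holoenzyme (0.35 nM Pol III, 1 nM beta, 154 nM SSB, 2 nM primase) was preincubated with compound for 15 min at RT. Synthesis on 1.4 nM ssM13Gori ran 35 min, then was stopped with PicoGreen/EDTA and read as dsDNA fluorescence.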
Rhodamine fluor: compound fluoresces in the rhodamine spectral region. AID 594. 59,000 compounds, 0.05% hits. Rhodamine-region fluorescence, 547/598 nm, Tris buffer; active compounds read high. max dye-equivalent concentration, M; in the data active means max dye-equivalent concentration above about 11 nM; inconclusive means between about 1.1 nM and that limit
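Compounds in 100 mM Tris buffer, pH 8.0, were incubated 15 min at room temperature, then read at 547 nm excitation and 598 nm emission. Fluorescence was normalized against a per-plate six-point rhodamine standard curve as dye-equivalent concentration.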
HADH2 inhib: inhibitors of human HADH2 dehydrogenase; Potency, µM (doses to about 57.1 µM), without a hit: top-dose activity change, negative = inhibition, hits mostly inhibitors; recombinant HADH2, NADH fluorescence, beta-hydroxybutyryl-CoA; 73,000 compounds, 3.4% hits; Q99714; further: potency means the concentration at half of the fitted maximal effect; on the % scale 0 is the no-effect control and ±100 the full control effect; nearly all actives have a fitted effect of over 60% in size; many of its hits are not listed in these tables
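E. coli-expressed His-tagged HADH2 tested at 20 nM in alkaline Tris buffer (pH 9.0); oxidation of 90 uM beta-hydroxybutyryl-CoA with 1 mM NAD+ tracked fluorimetrically for 4 min.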
HEK293 cAMP cs: raises cAMP in parental HEK293 cells, TSHR agonist counter-screen; parental HEK293 CNG cAMP sensor, membrane potential fluorescence; Potency, µM (doses to about 57.1 µM), inactives show at the top dose activation, hits mostly activators; 73,000 compounds, 2.5% hits; AID 938; further: potency means the concentration at half of the fitted maximal effect; % of control where 0% means no effect; nearly all actives have a fitted effect of over 55% in size
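Parental HEK 293 cells stably expressing a cAMP-gated CNG channel were loaded with membrane potential dye containing 100 uM RO 20-1724 for 60 min. Compound added for 30 min; depolarization read as fluorescence intensity at 590 nm.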
USP2a inhib: blocks human ubiquitin-specific protease USP2a; AID 927; 60,000 compounds, 0.1% hits; O75604; Potency, µM (titrated, usually from 38.3 µM), for the others: at the top dose activity change, negative = inhibition, usual class: inhibitors; USP2a enzymatic assay, qHTS inhibition;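 further: potency means the concentration at half of the fitted maximal effect; nearly all actives have a fitted effect of over 60% in size; plate controls were DMSO for no effect and NEM full inhibition control for full effect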
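20 nM USP2 core + cpd, 30 min RT; add 20 nM Ub-PLA2/20 uM NBD C6-HPC; read Ex460/Em535 at 0 h and 2.5 h. Normalized to NEM; qHTS curve fit/classification.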
Caspase-1 inhib: allosteric or competitive inhibitors of human caspase-1; AID 900; 75,000 compounds, 0.03% hits; Potency, µM (titrated, usually from 57.5 µM), inactives show at the highest dose activity change, negative = inhibition, hits mostly inhibitors; Caspase-1 enzyme, Ac-WEHD-AFC fluorogenic rate;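 further: potency means the concentration at half of the fitted maximal effect; plate controls were vehicle for no effect and no substrate for full effect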
* = called active by the depositor; i = inactive; ? = inconclusive; nt = not tested or not shown; [ ] = remark or other dose. Unless noted, the call rests on the fitted dose curve; in most records, active means well fitted curve in the direction sought with a large enough effect; inconclusive means small, poorly fitted or top-dose-only effect, or another doubt; inactive means no such curve, though single readings can be large; an effect the other way counts as inactive or inconclusive. An excerpt, so the mix of outcomes need not match the whole.

SMILES	Tau fil binding	BRCT inh green	ALOX15 inhib	BRCT PPI red	Caspase-7 inhib	DNA Pol III inh	Rhodamine fluor	HADH2 inhib	HEK293 cAMP cs	USP2a inhib	Caspase-1 inhib
Cc1ccc2[nH]c3c(c2c1)CN(C(=O)CN1CCN(Cc2ccc4c(c2)OCO4)CC1)CC3	92%	-1.4%	-1%	-0.2%	-16%	0%	i	-9%	5%	38%[activator]	-16%
O=C(NC1CCCCC1)N1CCC(n2cnc3ccccc32)CC1	14%	0.1%	11%	0.6%	0%	3%	i	-1%	-2%	-2%	3%
Cc1cc(C)n(-c2ccc(C(=O)OCC(=O)Nc3ccc(S(=O)(=O)N4CCOCC4)cc3)cc2)n1	8%	0.7%	?	1.1%	-1%	-2%	i	17%	-13%	42%[activator]	-5%
O=C(O)c1cccc(OCCO)c1	3%[11.4 µM]	-0.3%[15.4 µM]	9%[11.4 µM]	-0.8%[15.4 µM]	0%[11.5 µM]	-5%[11.4 µM]	i	-5%[11.4 µM]	7%[11.4 µM]	nt	-1%[11.5 µM]
CC(C)CCn1c(Sc2nc3ccccc3s2)nc2c1c(=O)[nH]c(=O)n2C	43%	-1.2%	-10%	-0.2%	-5%	4%	i	-5%	26%	264%[activator]	-5%
CCNC(=O)COc1ccc2ccccc2c1	7%	1.7%	2%	-0.4%	1%	-5%	nt	2%	13%	-1%	-2%
O=C1CC(c2cccnc2)c2cc3c(cc2N1)OCCO3 (stereo not drawn)	-8%	-0.4%	-5%	0.5%	1%	-2%	nt	7%	-4%	nt	-1%
CCCS(=O)(=O)NCCc1cc2cc(C)c(C)cc2[nH]c1=O	8%	0.4%	-2%	0.7%	0%	-10%	i	-11%	5%	19%	1%
OCc1csc(=Nc2ccccc2)n1-c1ccccc1	-5%	-2.2%	3%	-0.2%	-1%	-1%	i	-9%	-4%	-5%	0%
Cc1ccc(S(=O)(=O)Cn2nnnc2CN2CCN(C(=O)c3ccco3)CC2)cc1	-10%	-3.6%	16%	0.6%	1%	-5%	i	17%	-8%	nt	0%
COc1cccc(NC(=O)N2CCCC2C(=O)NC(C)C)c1 (stereo not drawn)	-6%	-0.9%	4%	0.7%	1%	2%	i	-3%	4%	nt	-2%
CC1CN(S(=O)(=O)c2ccccc2)CC(C)O1 (stereo not drawn)	5%	-2.3%	8%	-1.4%	2%	2%	i	-7%	3%	-1%	-3%
CCCCCCS(=O)Cc1ccccc1 (stereo not drawn)	0%	-1.3%	0%	-0.6%	0%	-6%	nt	0%	26%	6%	0%
COc1cc(C(=O)NC2=NCCS2)ccc1OCc1c(C)noc1C	2%	0.4%	-2%	1.3%	-1%	-1%	i	7%	1%	8%	1%
O=C(Nc1ccccc1)c1cccc(N2C(=O)CCC2=O)c1	4%	-0.1%	7%	-0.5%	-1%	-2%	i	-12%	5%	0%	1%
O=c1c2c([nH]c3ccc(Br)cc13)CCCC2	12%	-0.2%	-6%	0.2%	-2%	-1%	i	95%[activator]	14%	-6%	1%
O=C(COC(=O)c1ccccn1)Nc1c(Cl)cccc1Cl	-1%	1.3%	-3%	-0.9%	-1%	-1%	i	-3%	-1%	-2%	5%
CCOC(=O)c1oc2ccc(S(=O)(=O)Nc3ccc4c(c3)n(C)c(=O)n4C)cc2c1C	31%	-2.4%	-9%	0.2%	-5%	2%	i	14%	5%	39%[activator]	-5%
CC(C)OC(=O)CCCCCN1C(=O)CSC1=S	-9%	-2.9%	-8%	1.0%	-1%	-10%	i	-11%	-10%	0%	1%
C/C(Cl)=C\Cn1c(Nc2cccc(C)c2)nc2c1c(=O)n(C)c(=O)n2C	-7%	-1.8%	-19%	-1.2%	1%	1%	i	2%	-20%	16%	1%
COc1cc(C(=O)NCc2nnc(SCC(=O)Nc3cccc(C)c3)o2)cc(OC)c1OC	4%	-0.8%	-1%	0.7%	0%	-7%	i	14%	-9%	11%	-3%
OCc1cc(CO)c(O)c(CCc2ccccc2)n1	12%	0.2%	-11%	-0.9%	-3%	-3%	i	?	2%	-1%	-3%
CCOC(=O)CNS(=O)(=O)c1ccc(C(=O)O)cc1	-2%	-1.6%	10%	-0.2%	-2%	-3%	i	12%	4%	-3%	-1%
Cn1nnnc1SCC(=O)c1cccs1	-10%	-1.9%	5%	1.2%	0%	-4%	i	-8%	2%	-3%	0%

Some entries already given, reduced to Caspase-1 inhib, DNA Pol III inh and USP2a inhib:
structure,Caspase-1 inhib,DNA Pol III inh,USP2a inhib
O=C(O)c1cccc(OCCO)c1,-1%[11.5 µM],-5%[11.4 µM],nt
O=C(COC(=O)c1ccccn1)Nc1c(Cl)cccc1Cl,5%,-1%,-2%

Continued.
SMILES	Tau fil binding	BRCT inh green	ALOX15 inhib	BRCT PPI red	Caspase-7 inhib	DNA Pol III inh	Rhodamine fluor	HADH2 inhib	HEK293 cAMP cs	USP2a inhib	Caspase-1 inhib
CNC(=O)CSc1nnc(COc2ccc(Cl)cc2)n1CCOC	5%	-2.2%	-3%	0.1%	0%	-1%	i	5%	?	4%	1%
N#Cc1c(N)nc(N2CCCC2)c(C#N)c1-c1ccc(Cl)cc1	92%	1.9%	-29%	-0.7%	-14%	-2%	i	?	10%	9%	-15%
O=C(c1cnccn1)N1CCC2(CCN(Cc3nccs3)CC2)CC1	3%	-3.6%	-1%	0.3%	-1%	2%	i	7%	7%	3%	0%
Cc1cccc(-n2c(Cc3cc(=O)[nH]c(=O)[nH]3)nnc2SCC(=O)N2CCCCC2)c1	1%	-1.9%	1%	-1.0%	-4%	-6%	nt	22%	1%	nt	2%
CCCOc1ccc(NC2=CC(=O)CC(C)(C)C2)cc1	-3%[11.4 µM]	-0.7%	-1%[11.4 µM]	1.3%	1%	3%[11.4 µM]	nt	0%[11.4 µM]	8%[11.4 µM]	-5%[7.66 µM]	-1%
COc1cc(OC)c(NC(=O)CCc2nc(-c3cccs3)no2)cc1Cl	-3%	-0.7%	-7%	-0.6%	-2%	2%	i	-1%	13%	5%	-3%
CCN1C(=O)c2cccc3c(NC(=O)c4ccc5c(c4)OCCO5)ccc1c23	280%	48%[activator]	4%	-0.4%	-3%	0%	i	6%	12%	10%	-15%
O=C(CN(c1ccc2c(c1)OCCO2)S(=O)(=O)c1ccccc1)Nc1ccc2c(c1)OCO2	-28%	3.6%	-5%	-3.0%	-2%	3%	i	8%	14%	33%[activator]	-1%
Cc1ccnc(NC(=O)CCc2c(C)nc3ncnn3c2C)c1	10%	-1.6%	-8%	-2.6%	1%	-8%	i	1%	3%	-4%	5%
Cc1nnc(Sc2cc(C(=O)NCc3ccco3)c3ccccc3n2)s1	-1%	-2.5%	?	-1.8%	-6%	-8%	i	-6%	19%	36%[activator]	-6%
CCN1CCN(CCCNC(=O)c2cc3cc4ccc(OC)cc4nc3o2)CC1	2%	3.9%	8%	-3.6%	-2%	-8%	i	?	21%	7%	-2%
COCCNC(=O)C(c1ccc(C)o1)N(C(=O)c1snc(C(N)=O)c1N)c1ccc(C)c(C)c1 (stereo not drawn)	-5%	1.0%	8%	-2.9%	-3%	-4%	i	-5%	23%	18%	-5%
Cc1nnc(NC(=O)C2CCCN(S(=O)(=O)Cc3ccccc3)C2)s1 (stereo not drawn)	-6%	-5.8%	-1%	0.1%	2%	-2%	i	0%	7%	nt	0%
O=C1OC(c2ccc(O)c(-c3ccccc3)c2)(c2ccc(O)c(-c3ccccc3)c2)c2c(Cl)c(Cl)c(Cl)c(Cl)c21	2%[11.4 µM]	-1.6%[15.4 µM]	10%[11.4 µM]	0.6%[15.4 µM]	-2%[11.5 µM]	-12%[11.4 µM]	i	7%[11.4 µM]	7%[11.4 µM]	nt	0%[11.5 µM]
Cc1ccnc(-n2c(CCN3C(=O)c4ccccc4C3=O)nc3ccccc3c2=O)c1	2%	0.3%	8%	0.3%	-1%	2%	i	0%	-4%	12%	1%
CCn1cc(C(=O)OCc2ccc(F)cc2)c(=O)c2ccc(C)nc21	19%	1.2%	5%	0.0%	-2%	-9%	i	7%	12%	4%	-1%
Cn1c(=O)c2c(ncn2CC(=O)Nc2nnc(Cc3ccccc3)s2)n(C)c1=O	-5%	-0.2%	2%	-1.1%	-3%	-2%	i	3%	-1%	1%	-3%
Cc1ccnc(NC(=O)CCCOc2cc(=O)n(C)c3ccccc23)c1	10%	-0.1%	3%	0.3%	0%	-3%	i	6%	-3%	10%	4%
COc1ccc(NC(=O)N2CCC3(CC2)CCN(C(=O)c2ccncc2)CC3)cc1	5%	-4.0%	0%	-0.2%	-2%	-4%	i	14%	8%	-1%	-1%
Cc1nc2cnc(N(C)C)nc2n(C[C@H]2CCCO2)c1=O	5%	-2.7%	9%	-3.8%	?	-4%	i	-7%	?	31%[activator]	?
